Bioassay records as filed in PubChem BioAssay.
ERK EGF inh: EGF-driven ERK pathway inhibition | HEK293-V1b, EGF-stimulated phospho-ERK AlphaScreen | Potency, µM (titrated, usually from 11.5 µM), inactives show at the top dose activity change, negative = inhibition, hits mostly inhibitors | hit rate 0.41% among 130,000 | AID 1454; active = well fitted inhibition curve with a large enough effect; inconclusive = small, poorly fitted or top-dose-only effect, or effect the other way;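 note: plate controls were stimulated vehicle wells for no effect and unstimulated vehicle basal for full effect; nearly all actives have a fitted effect of over 55% in size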
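EGF-stimulated (25 nM, 5 min) phospho-ERK in HEK293 cells stably expressing V1b, cells pretreated 30 min with compound at 37C. Homogeneous AlphaScreen read on lysates.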
* hit, by the source's call; ? = inconclusive; & = joins results of further samples; [ ] = dose if it differs, or a comment. Potency is the fitted concentration of half-maximal effect. The list is partial, so the mix of outcomes need not match the whole.

molecule | ERK EGF inh
CCN1C/C(=C\c2cccc([N+](=O)[O-])c2)C(=O)/C(=C/c2cccc([N+](=O)[O-])c2)C1 | ?
Cc1ccc(C)c(S(=O)(=O)Nc2ccc(O)c(Sc3ncn[nH]3)c2)c1 | 5.4%[57.5 µM]
Cc1cc(SCC(=O)NCCN2C(=O)CSC2=O)nc2ccccc12 | ?
Cc1ccc(/C=N/NC(=O)C2CC(=O)N(c3ccccc3)C2)s1 (stereo not drawn) | 1.9%
CCOc1c(Br)cc(/C=N\NC(=O)c2ccccc2)cc1OC | 3.0%
Cc1cc(C)cc(NC(=O)N2CCC(C(=O)c3ccc(F)cc3)CC2)c1 | -1.8%
COc1ccc(C(C)=O)cc1COc1ncnc2ccccc12 | 3.3%
O=C(O)CCN1C(=O)c2ccc(NC(=O)CSc3ccccc3)cc2C1=O | 2.5%
CC(C)(C)n1nnnc1C(c1cccnc1)N1CCOCC1 (stereo not drawn) | 1.0%
Cc1ccc(NC(=O)CSC2=NN3CCCC(=O)N=C3S2)c(C)c1 | -5.0%[57.5 µM]

Two records drawn at random from the list so far, as already listed:
molecule | ERK EGF inh
COc1ccc(C(C)=O)cc1COc1ncnc2ccccc12 | 3.3%
Cc1ccc(C)c(S(=O)(=O)Nc2ccc(O)c(Sc3ncn[nH]3)c2)c1 | 5.4%[57.5 µM]

The list continues:
molecule | ERK EGF inh
CCc1nnc(NC(=O)c2cc(-c3ccncc3)nc3ccccc23)s1 | 0.8%[57.5 µM]
CN(CCOC(=O)/C=C/c1ccco1)Cc1ccccc1 | 0.6%
COC(=O)C(CO)NC(=O)C(C)NC(=O)CNC(=O)OCc1ccccc1 (stereo not drawn) | 1.4%
O=C(CSc1nnc(-c2ccncc2)o1)N1CCCC1 | 4.8%
CCN(C(=S)Nc1cccnc1)c1cccc2ccccc12 | -6.7%
CC(On1nnc2ccccc21)C(=O)N1CCN(Cc2ccccc2)CC1 (stereo not drawn) | 0.8%
CC(C)(C)C(=O)NC(=S)Nc1cccc(C(=O)O)c1 | -2.6%
CC(C)(C)CC(=O)NC(=S)Nc1ccccc1[N+](=O)[O-] | -5.3%
CCOc1cc(N2CCOCC2)c(OCC)cc1NC(=O)c1cc(C)nc2ccccc12 | 10.1%
CCN(CC(=O)Nc1ccc(Cl)c(C(F)(F)F)c1)CC(=O)NC1CCS(=O)(=O)C1 (stereo not drawn) | -6.6%
CNc1nc(Nc2ccccc2)nc(OCC(F)(F)F)n1 | -3.1%[57.5 µM]
C(=Nc1ccc(Nc2ccccc2)cc1)c1ccc2ccccc2c1 | ?
C/C(CS(=O)(=O)c1ccc(Cl)c(Cl)c1)=N/NC(N)=S | ?
CC(=O)Nc1c(NC(C)(C)C)c2ccccc2oc1=O | -8.4%
NNC(=O)c1sc2cc(C(F)(F)F)cnc2c1-c1ccccn1 | -1.4%[57.5 µM]
Cc1ccc(C)c(-c2csc(N/N=C/c3ccco3)n2)c1 | ?
CCC(=O)Nc1ccc(OCc2nnc3c4ccccc4c(C)nn23)cc1 | -6.4%
CN(C)S(=O)(=O)c1ccc(C(=O)NNC(=O)C2COc3ccccc3O2)cc1 (stereo not drawn) | -2.9%
CCOC(=O)N1CCN(C(=O)CSc2ccc3nnc(-c4ccccn4)n3n2)CC1 | -3.9%
CCOc1ccc(-n2c(SCC(=O)NCc3ccco3)nc3ccccc3c2=O)cc1 | 6.0%
CCCCNC(=O)CSc1nc2ccc(N3CCOCC3)cc2c(=O)n1Cc1ccc(OC)cc1 | -0.4%[57.5 µM]
Cc1ccc(COc2ccccc2C(=S)N2CCCC2)cc1 | -0.7%
COc1ccc(NS(=O)(=O)c2ccc(NC(C)=O)cc2)c(OC)c1 | 1.1%
CC(C)C(NC(=O)OCc1ccccc1)C(=O)N1CCOCCOCCOCC1 (stereo not drawn) | -2.3%
CCCCCNS(=O)(=O)c1cc(C)ccc1OC | 6.9%
O=c1nc2c(O)cccn2c2c1c(=O)[nH]c1ccccc12 | 1.4%
O=C(Nc1cccc(Cl)c1)c1ccc(OC(=S)N2CCOCC2)cc1 | 2.8%
O=C(NC1CCCCC1)C1CCCN(S(=O)(=O)c2ccc(Br)s2)C1 (stereo not drawn) | -5.4%
CCCOC(=O)CC1C(=O)NCCN1Cc1cc(OC)cc(OC)c1 (stereo not drawn) | -17.5%
COc1ccc(NC(=O)C(=O)NCCO)cc1Cl | -7.2%
CCOC(=O)c1cn(CC(=O)Nc2cccc(F)c2)nn1 | -8.0%
COC(=O)c1cccnc1Oc1ccccc1 | -3.6%[57.5 µM]
Cc1ccccc1C1C2=C(Nc3[nH]n(-c4ccccc4)c(=O)c31)c1ccccc1C2=O (stereo not drawn) | ?
Cc1cc(-c2ccc([N+](=O)[O-])cc2)nc2ccccc12 | -6.1%
O=C1/C(=C\c2cccs2)Sc2ccc3ccccc3c21 | 3.1%
COc1cccc(CC(=O)Nc2ccc(-c3csc(C)n3)cc2)c1 | 28.3%[57.5 µM]
CS(=O)(=O)Nc1nc2ccccc2[nH]1 | -7.0%[57.5 µM]
O=C(O)CN=C(NS(=O)(=O)c1ccc(Cl)cc1)c1ccc(F)cc1 | -12.8%
CCCCNC(=S)N1CCN(CC)CC1 | -4.1%
Cc1onc(-c2ccccc2)c1C(=O)Oc1ccccc1 | 5.4%[57.5 µM]
O=C(c1ccco1)N1CCC2(CC1)CCN(c1ccccn1)CC2 | 11.3%
CC(C)P(=O)(c1cccc(C(=O)O)c1)C(C)C | 0.0%
CCOc1ccc(CN(C(=O)c2cc3ccccc3oc2=O)C2CC2)cc1 | 5.9%
COc1ccc2[nH]c(-c3ccccc3)c(CCNC(C)=O)c2c1 | -9.9%
S=c1nc[nH]c2nc[nH]c12 | 7.8%
COc1ccccc1/C=C1\SC(=S)N(CCC(=O)NCCCN2CCOCC2)C1=O | 0.1%
COCCNC(=O)CSc1ccc(Cl)cc1 | 3.7%[57.5 µM]
CCN(CC)CCNS(=O)(=O)c1ccc(/C=C/C(=O)O)cc1 | 4.0%
Cc1cc(NC(=O)CSCCc2ccncc2)no1 | -9.4%
Cc1nc(Cl)cc(CS(=O)(=O)c2ccc(Cl)cc2)n1 | 0.9%

(list continues)
molecule | ERK EGF inh
COC(=O)CC1C(=O)NCCN1Cc1cn(-c2ccc(C)cc2)nc1-c1cccc(C)c1 (stereo not drawn) | ?
CC(=O)Nc1ccc(NC(=O)c2ccc(C3SCC(=O)N3CCc3ccccc3)cc2)cc1 (stereo not drawn) | 7.6%
CCC(=O)N(CC(=O)Nc1sc(C)c(C)c1C(N)=O)Cc1ccc(F)cc1 | -10.3%[57.5 µM]
Nn1c(COc2ccc(Cl)cc2)nc2ccccc2c1=O | -5.5%
O=C(NCc1ccco1)C(=O)NCC1OCCN1S(=O)(=O)c1ccc(F)cc1 (stereo not drawn) | 0.6%
CCOc1ccc(C2c3[nH]c4ccccc4c3CCN2C(=O)Cn2cncn2)cc1 (stereo not drawn) | 8.9%
CCCCCCCC/C=C\C/C=C\C=C\C(O)CCCC(=O)O (stereo not drawn) | -11.6%
CC(=O)N1CCC2(CC1)CCN(c1cccc(-c3ccccc3)c1)CC2 | 0.5%
c1ccc2c(Nc3ccncc3)nc(-c3ccoc3)nc2c1 | 21.9%
O=C(CCCc1nc(-c2ccc(Cl)cc2)no1)N1CCOCC1 | -0.4%
CCn1c(SCC(=O)N2CCOCC2)nc2c(c1=O)SC(C)C2 (stereo not drawn) | -1.5%
N=C1C(c2nc3ccccc3s2)=C(O)CN1C1CCC(O)CC1 (stereo not drawn) | -14.6%[57.5 µM]
O=C(CC1C(=O)NCCN1C(=O)Nc1ccc(Cl)cc1)Nc1ccc(F)cc1 (stereo not drawn) | -6.7%
COc1ccccc1N1C(=O)[C@@H]2C(C(=O)CN3C(=O)c4ccccc4C3=O)=NN[C@@H]2C1=O | -7.9%[57.5 µM]
COc1cc(-c2n[nH]c(=S)n2-c2ccccc2C(F)(F)F)cc(OC)c1OC | 1.4%[57.5 µM]
CCCC(=O)Nc1ccccc1NC(=O)c1ccc(OC(C)=O)cc1 | -10.6%
Cc1ccc(-c2ccc(/C=N/NC(N)=S)o2)cc1 | 8.0%[57.5 µM]
COc1cccc(C(=O)Nc2cc3c(cc2Cl)OCCCO3)c1 | 8.2%
COc1cc(C(=O)NNC(=S)NC(=O)/C=C/c2ccccc2)cc(OC)c1OC | -0.9%[57.5 µM]
NCCCCc1cn(CC(=O)N2CCNCC2)nn1 | -13.4%[57.5 µM]
CCOC(=O)C1(Cc2cccc(F)c2)CCN(Cc2cnn(CC)c2)CC1 | -5.2%
Cc1cc(C)c2cc(CNC3CCCC3)c(Cl)nc2c1 | -4.8%
Cc1cccc(C(=O)N[C@H](C(=O)Nc2ncc(C)s2)C(C)C)c1 | 2.1%
CCN(CC)CCCNC1=C(Cl)C(=O)c2ccccc2C1=O | -8.6%[57.5 µM]
O=C(COc1ccccc1)NNC(=O)c1cc2ccccc2oc1=O | -13.4%
N#Cc1ccccc1NC(=O)COC(=O)/C=C/c1cn(-c2ccccc2)nc1-c1ccc(Cl)cc1 | 1.6%
CCOc1ccc(S(=O)(=O)NCc2cccnc2)cc1C | 4.5%
Cc1cc(C)nc(N2CCN(C(=O)c3ccc(S(=O)(=O)N4CCCCCC4)cc3)CC2)n1 | -7.1%
NC(=O)CC(NC(=O)Cc1ccc(Br)cc1)c1ccc(NC2CCCCCC2)c([N+](=O)[O-])c1 (stereo not drawn) | ?
Cc1cccc(NC(=O)COc2cccc3c2CCN(C)C3=O)c1 | 13.7%
CN(C(=O)c1ccccc1Cl)c1ccccc1 | -0.3%
O=C1CN(C(=O)COC(=O)c2cc(S(=O)(=O)N3CCOCC3)ccc2Cl)c2ccccc2N1 | -10.7%[57.5 µM]
CC(=O)C1=C(O)C(=O)N(CCCn2ccnc2)C1c1ccc(Br)cc1 (stereo not drawn) | -0.5%
O=C(c1ccccc1)N(Nc1ccccc1)c1ccccc1 | -1.5%
O=c1cc(-c2ccccc2)[nH]c2ccc(F)cc12 | 1.4%
CCCCNC(=O)CCN1N=C(c2ccccc2)CCC1=O | -3.1%
O=C(NNC(=O)c1cccnc1)NC1CCCCC1 | 0.1%
CCN1CC(CN(C)Cc2nc(-c3ccc(Cl)cc3)no2)CC1=O (stereo not drawn) | -0.8%
COc1ccccc1NS(=O)(=O)c1cccc(NC(=O)c2[nH]c(C)c(C(C)=O)c2C)c1 | ?
CC(=O)Nc1sc(C)c(C)c1C(=O)OCC(=O)Nc1cc(S(=O)(=O)N2CCCCC2)ccc1Cl | 4.4%
O=C(Cn1c(COc2ccc(Cl)cc2)nc2ccccc21)NCC(F)(F)F | 2.1%
CCC[N+](CC#Cc1ccccc1)(CCC)CC(=O)OC | 2.0%
COc1ccccc1Nc1c([N+](=O)[O-])cc(C)cc1[N+](=O)[O-] | ?
COc1ccc2c(c1)c(=O)oc1cc3occ(C(C)(C)C)c3cc12 | -11.0%[57.5 µM]
COCCn1c(=O)[nH]c(=O)c2cc(C(=O)c3cc(Cl)ccc3O)cnc21 | 29.6%
CC(C)(C)NC(=O)NC(=O)COC(=O)Cc1c(Cl)cccc1Cl | ?
O=C(Nc1cc([N+](=O)[O-])ccc1F)c1ccc2c(c1)OCCO2 | 4.3%[57.5 µM]
Cc1cc(NC(=O)CCCn2nc([N+](=O)[O-])c(Br)c2C)no1 | 5.8%
CN(C)CC[C@@H](c1ccc(Cl)cc1)c1ccccn1 | 2.5%&9.3%
COc1ccc(CN(C(=O)c2ccc(-c3ccccc3)[nH]2)C(C(=O)NC(C)(C)C)c2ccncc2)cc1 (stereo not drawn) | 8.1%

Later entries:
molecule | ERK EGF inh
COC(=O)[C@@]1(Cc2ccccc2)[C@H]2c3cc(C(=O)N4CCCC4)n(CCc4ccccn4)c3C[C@H]2CN1C(=O)c1ccccc1 | -2.2%
CCOC(=O)c1cnc(SCC#N)nc1N | 2.1%[57.5 µM]
Cc1cccc(NC(=S)NC(=O)c2ccc(Br)o2)c1C | ?
Nc1c(Cl)ncnc1N/N=C/c1ccc2ccccc2n1 | ?
CCCCn1c(=O)c(CCC(=O)O)nc2ccccc21 | -4.0%
CC(C)C(=O)Nc1nnc(NC(=S)Nc2ccccc2)s1 | -5.5%
O=C(Nc1cc(S(=O)(=O)N2CCOCC2)ccc1Cl)c1cc(=O)c2ccccc2o1 | 26.5%
Cc1ccc(-c2cc(C(=O)N/N=C/C(Br)=C/c3ccccc3)n[nH]2)o1 | ?
CCCC(C)NC(=O)Cc1ccccc1[N+](=O)[O-] (stereo not drawn) | 0.7%
N/C(=N\OC(=O)Cc1ccccc1)c1ccc(Br)cc1 | ?
N#C/C(=C\c1ccc([N+](=O)[O-])o1)c1nc2ccccc2[nH]1 | 5.2%
C/C(=N\Nc1ccccn1)c1ccc(C(C)C)cc1 | 5.4%
C1CCc2nnnn2CC1 | 9.9%
CC(OC(=O)c1ccc2c(=O)n3c(nc2c1)CCCCC3)C(=O)Nc1ccc(Cl)cn1 (stereo not drawn) | 12.0%
CC(=O)c1ccc(NC(=S)NC(=O)c2c(Cl)c(C)nn2C)cc1 | 20.0%
COc1ccc(OCCNC(=O)CCCO)cc1 | -8.2%[57.5 µM]
O=C(COC(=O)c1ccc(S(=O)(=O)N2CCOCC2)cc1)NC1CCCCCCC1 | -7.3%
Cc1ccc(Cl)cc1NC(=S)NCCCSC1CCCCC1 | -1.1%
CN(CCO)C(=O)C1CCN(c2ncc(C(F)(F)F)cc2Cl)CC1 | 7.6%
COc1ccc(N2C(=O)/C(=C/c3ccc([N+](=O)[O-])cc3)N=C2C)c(OC)c1 | -6.3%
O=[N+]([O-])c1ccc(Cl)c(S(=O)(=O)N2CCCCCC2)c1 | 11.6%
